KDM5B inh: blocks human KDM5B histone demethylase activity | AID 1347165 | KDM5B demethylase, FDH-coupled NADH fluorescence (FDH is formaldehyde dehydrogenase) | Potency, µM (doses to about 57.7 µM), for inactives: at the highest dose activity change, negative = inhibition, actives largely listed as inhibitors | 220,000 tested, 2.6% active; active means well fitted inhibition curve with a large enough effect; inconclusive means small, poorly fitted or top-dose-only effect; inactive means no such curve, though single readings can be large or run the other way; further: 0% is about no effect; nearly all actives have a fitted effect of over 70% in size
Target sequence (Q9UGL1 whole entry, looked up): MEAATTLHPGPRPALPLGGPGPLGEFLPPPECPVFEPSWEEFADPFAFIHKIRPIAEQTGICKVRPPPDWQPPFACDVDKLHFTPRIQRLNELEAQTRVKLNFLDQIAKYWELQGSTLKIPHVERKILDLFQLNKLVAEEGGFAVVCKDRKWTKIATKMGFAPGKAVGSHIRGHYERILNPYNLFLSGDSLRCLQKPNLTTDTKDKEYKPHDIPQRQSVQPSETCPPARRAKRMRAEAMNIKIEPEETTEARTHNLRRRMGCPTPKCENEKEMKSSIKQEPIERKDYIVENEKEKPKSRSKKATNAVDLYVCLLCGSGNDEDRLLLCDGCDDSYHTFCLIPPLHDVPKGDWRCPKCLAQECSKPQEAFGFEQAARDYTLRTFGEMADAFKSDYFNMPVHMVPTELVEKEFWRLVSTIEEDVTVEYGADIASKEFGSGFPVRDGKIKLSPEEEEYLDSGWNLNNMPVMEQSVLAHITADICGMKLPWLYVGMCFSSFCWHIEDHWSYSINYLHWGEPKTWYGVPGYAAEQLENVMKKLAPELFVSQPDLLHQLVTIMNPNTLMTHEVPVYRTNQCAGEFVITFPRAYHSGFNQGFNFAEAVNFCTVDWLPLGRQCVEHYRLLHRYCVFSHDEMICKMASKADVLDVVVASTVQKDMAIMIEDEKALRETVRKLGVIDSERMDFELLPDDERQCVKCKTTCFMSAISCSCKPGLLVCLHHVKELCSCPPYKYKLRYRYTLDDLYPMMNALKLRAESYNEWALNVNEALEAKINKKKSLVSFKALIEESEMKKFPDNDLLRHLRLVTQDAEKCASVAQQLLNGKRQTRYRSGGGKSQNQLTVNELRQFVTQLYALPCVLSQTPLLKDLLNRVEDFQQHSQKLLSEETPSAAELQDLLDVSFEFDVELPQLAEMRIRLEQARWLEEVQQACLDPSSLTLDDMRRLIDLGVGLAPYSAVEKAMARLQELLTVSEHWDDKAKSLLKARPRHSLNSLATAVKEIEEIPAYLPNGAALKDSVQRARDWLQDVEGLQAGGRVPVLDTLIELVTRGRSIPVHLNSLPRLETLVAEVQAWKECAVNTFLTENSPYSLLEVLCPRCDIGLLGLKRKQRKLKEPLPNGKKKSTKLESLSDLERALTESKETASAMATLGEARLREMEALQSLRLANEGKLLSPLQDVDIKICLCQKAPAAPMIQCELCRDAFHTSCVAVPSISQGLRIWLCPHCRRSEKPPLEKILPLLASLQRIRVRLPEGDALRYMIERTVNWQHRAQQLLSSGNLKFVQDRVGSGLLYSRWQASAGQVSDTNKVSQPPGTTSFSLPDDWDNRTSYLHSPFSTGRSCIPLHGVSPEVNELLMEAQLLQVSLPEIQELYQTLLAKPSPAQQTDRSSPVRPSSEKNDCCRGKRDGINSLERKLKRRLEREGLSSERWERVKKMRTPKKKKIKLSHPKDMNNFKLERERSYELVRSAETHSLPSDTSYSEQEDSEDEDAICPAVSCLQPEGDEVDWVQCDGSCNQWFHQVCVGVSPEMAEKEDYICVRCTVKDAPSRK
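Coupled FDH/NAD⁺ fluorescence readout. KDM5BΔAP 200 nM final; compound titration, 10 min RT preincubation; substrate mix 12.5 µM H3K4me3, 25 µM 2-OG, 50 µM Fe(II), 100 µM ascorbate, 0.25 mM NAD⁺, 0.25 U/mL FDH; ΔRFU over 30 min.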
The depositor's hits bear a star; ? = inconclusive; [ ] = another dose, or the depositor's remark. Potency means the concentration at half of the fitted maximal effect.

SMILES | KDM5B inh
Cc1noc(C)c1S(=O)(=O)N1CCC(c2noc(-c3cnccn3)n2)C1 (stereo not drawn) | -11%
O=S(=O)(NCc1ccccc1)c1ccc(Br)c2nsnc12 | ?
COCCOc1cc(=O)n2c(c1C(=O)NCc1ccc(OC)cc1)CCOCC2 | -19%
Cc1ccc(C)c(NC(=O)CSc2ncnc3ccccc23)c1 | 18%
C=CCNc1nc(-c2c(N)n(CCC)c(=O)n(C)c2=O)cs1 | ?
Cn1ccnc1CN[C@@H]1CO[C@H](CNC(=O)c2ccc(F)cc2)[C@H]1O | -21%[86.2 µM]
O=[S+]([O-])(c1ccccc1)N1CC2(COCCN(Cc3ccncc3)C2)C1 | -31%[86.2 µM]
Cc1cccc(-c2nc(CC(=O)NC3CCCC(C(F)(F)F)C3)cs2)c1 (stereo not drawn) | -3%
N#Cc1cccc(C(=O)N2CCC(n3cc(-c4nc(-c5ccccc5)no4)nn3)C2)c1 (stereo not drawn) | -9%
COc1cc(C(=O)COC(=O)COc2cc(Cl)c(Cl)cc2Cl)cc(OC)c1OC | 19%
COCc1cc(C[C@@H]2C[C@H](NCc3cccnc3)C2(C)C)no1 | -8%[86.2 µM]
Cc1ccc(S(=O)(=O)N2CCC3(CC2)SCC(=O)N3Cc2ccco2)cc1 | ?
CCOc1ccc(-c2cc(CCCC(=O)NCCc3ccc(OCC)c(OCC)c3)no2)cc1 | -26%
COc1cccc(CNC(=O)c2cc3c(s2)-c2c(C)cccc2OC3)c1 | ?
CCNC(=O)COc1ccc(-c2noc(-c3ccccc3)n2)cc1OC | 16%
COc1ccc(N2CCN(C(=O)CCCCCn3c(=O)[nH]c4ccsc4c3=O)CC2)cc1 | -13%
Clc1cccc(Nc2ncnc3c2nc2n3CCCCC2)c1 | -23%
Cc1nnc(N2CCN(c3ccccc3)CC2)c2c1nnn2Cc1ccccc1Cl | -12%
CCSc1nc2c(c(=O)n(C)c(=O)n2C)n1Cc1ccccc1Cl | 11%
Cc1ccc(C(=O)C2=C(O)C(=O)N(CC3CCCO3)C2c2ccccc2F)o1 (stereo not drawn) | ?
CCOC(=O)c1ccccc1NC(=O)Nc1cc2c(cc1N1CCCCC1)n(C)c(=O)n2C | -22%
CCCCn1nc(C(=O)Nc2ccccc2)c2ccccc2c1=O | -22%
Cc1cc(NC(=O)C(C)N(c2ccccc2)S(C)(=O)=O)ccc1Br (stereo not drawn) | 7%
CCCCCNCc1ccccc1F | 0%
COC(=O)[C@]1(C)C[C@H](C(=O)NC(C)(C)CO)[C@H](c2ccccc2Cl)N1C | -12%
O=C(Cn1c(=O)n(CCCS(=O)(=O)C2CCCCC2)c(=O)c2ccccc21)Nc1ccccc1F | 8%
COc1ccc(C2(C(=O)N3[C@@H]4CC[C@H]3CC(NC(=O)c3cnc(C)cn3)C4)CC2)cc1 (stereo partly drawn) | 15%
O=C(C1CCC(CNS(=O)(=O)c2ccc(Br)s2)CC1)N1CCN(c2ccccc2Cl)CC1 (stereo not drawn) | ?
Cc1cc(C)c(NC(=O)CNC(=O)c2ccc3c(=O)n4c(nc3c2)CCC4)c(C)c1 | -5%
COc1ccc(/C=C(\C#N)c2nc(-c3ccc(Cl)c(Cl)c3)cs2)cc1OC | -21%
CSc1ccccc1OCc1cc(C(=O)N2CCNC(=O)C2)no1 | 18%
CCOc1ccccc1NC(=O)C1CCN(c2nc3ccccc3o2)CC1 | 4%
CSc1ccccc1NC(=O)CSc1cc(C)c2ccccc2n1 | -5%
Clc1ccc(-c2nnc(NCCN3CCCC3)c3ccccc23)cc1 | -13%
O=Cc1ccc(Oc2ccc([N+](=O)[O-])cc2C(F)(F)F)cc1 | -26%
Cc1ccc(NC(=O)CSc2nc(-c3cccs3)cc(C(F)(F)F)n2)cc1C | ?
CN1/C(=C\C(=O)CN2CCN(C(c3ccccc3)c3ccccc3)CC2)C(C)(C)c2ccccc21 | 11%
CC(=O)Nc1cc(NCC(=O)NC2(C#N)CCCCC2)ccc1F | -7%
Cc1cc2oc(=O)cc(Cn3cc(S(=O)(=O)N4CCCC4)ccc3=O)c2cc1C | -22%
Clc1ccc(CNc2ncncc2-c2nc(-c3ccccc3)no2)cc1 | 8%
Cc1ccc(NC(=O)c2cc(-c3cccs3)nc3ccccc23)nc1 | ?
O=C(NCCc1ccccc1)c1c[nH]c2ccc(S(=O)(=O)Nc3ccc(F)cc3F)cc2c1=O | -8%
CCOc1ccccc1C(=O)Nc1ccc(S(=O)(=O)Nc2onc(C)c2C)cc1 | -13%
CC(=O)NC[C@H]1O[C@@H](CO)[C@@H](O)[C@H]1N1CCc2ccccc2C1 | -7%[86.2 µM]
CC(C)NC(=O)c1nc(-c2ccc(COc3ccc4c(c3)OCO4)cc2)no1 | 0%
Cc1ccc(/C=C/C(=O)OC(C)C(=O)C23CC4CC(CC(C4)C2)C3)o1 (stereo not drawn) | -23%
COc1ccccc1/C=C/c1nc(C#N)c(N(C)Cc2ccccc2)o1 | -148%
CCC(CO)NS(=O)(=O)c1ccc(Cl)c(C)c1Cl (stereo not drawn) | 14%
O=C(Cc1ccccc1)Nc1nnc2n1CCS2 | -16%
CSc1nnc(C(C)(C)C)c(=O)n1/N=C/c1ccccc1O | 8%

Additional entries
SMILES | KDM5B inh
COCCO[C@H]1C(=O)N(C2CCN(S(=O)(=O)c3cn(C)cn3)CC2)[C@H]1c1ccncc1 | 31%[activator]
CCOCCCNc1ncnc2c1CN(C1CCCNCC1)C(=O)CN2C (stereo not drawn) | ?
CCn1cc2nc(SCc3ccccc3Cl)n(CCc3ccccc3)c(=O)c2n1 | -28%
Cc1ccc(NC(=O)Nc2ccc3nc(N4CCOCC4)cc(C)c3c2)cc1 | -9%
CCCn1c(N)c(N(CCOC)C(=O)c2cccnc2OCC)c(=O)[nH]c1=O | 1%
CCCN(CC1CCOC1)C(=O)Nc1ccc(OCC)cc1 (stereo not drawn) | 19%
Cc1nc2cc(NC(C)C(=O)Nc3ccccc3C(F)(F)F)ccc2o1 (stereo not drawn) | ?
CCOC(=O)C1CCN(C(=O)c2cnn(-c3ccc(F)cc3)c2-n2cccc2)CC1 | -64%
O=C(Cn1c(=O)oc2cc(Cl)ccc21)Nc1cccc(C(F)(F)F)c1 | -2%
CCn1cc(-c2ccc(C)cc2)cc1C(=O)NCCN1CCOCC1 | ?
CCCn1c(SCC(N)=O)nc2c1c(=O)[nH]c(=O)n2C | 9%
Cc1ccccc1-c1cc(C(=O)N2CCC3(CC2)CC(O)CCO3)[nH]n1 (stereo not drawn) | -8%
COc1cc2c(cc1OC)C(COc1ccccc1OC)N(C(=O)COc1ccc(Cl)cc1)CC2 (stereo not drawn) | -10%
O=C(Nc1ccc(F)cc1F)c1ccc(-c2ccccc2)s1 | ?
OCc1cc2n(n1)CCCN(Cc1cnc(SCc3ccccc3)nc1)C2 | -26%
O=C(c1cccn1C1CC1)N1CCC(CO)(CN2CCCC2)CC1 | -10%
COCC(=O)N(c1ccc(OC)cc1OC)C1C=CS(=O)(=O)C1 (stereo not drawn) | 8%
CNC(=O)C1(C)CN(Cc2ccccc2)Cc2ccc(Nc3ccccc3)nc21 (stereo not drawn) | 35µM*
O=c1cc(-c2ccccc2)nc(SCc2nc(-c3ccc(C(F)(F)F)cc3)no2)[nH]1 | ?
Cn1cccc1CN1CCC2(CC1)CN[S+](=O)([O-])c1ccccc1N2 | 16%

14 entries from above, sorted by molecular weight, highest first.
SMILES | KDM5B inh
O=c1cc(-c2ccccc2)nc(SCc2nc(-c3ccc(C(F)(F)F)cc3)no2)[nH]1 | ?
CCOC(=O)C1CCN(C(=O)c2cnn(-c3ccc(F)cc3)c2-n2cccc2)CC1 | -64%
CCCn1c(N)c(N(CCOC)C(=O)c2cccnc2OCC)c(=O)[nH]c1=O | 1%
CNC(=O)C1(C)CN(Cc2ccccc2)Cc2ccc(Nc3ccccc3)nc21 (stereo not drawn) | 35µM*
OCc1cc2n(n1)CCCN(Cc1cnc(SCc3ccccc3)nc1)C2 | -26%
O=C(Cn1c(=O)oc2cc(Cl)ccc21)Nc1cccc(C(F)(F)F)c1 | -2%
Cc1nc2cc(NC(C)C(=O)Nc3ccccc3C(F)(F)F)ccc2o1 (stereo not drawn) | ?
Cn1cccc1CN1CCC2(CC1)CN[S+](=O)([O-])c1ccccc1N2 | 16%
Cc1ccccc1-c1cc(C(=O)N2CCC3(CC2)CC(O)CCO3)[nH]n1 (stereo not drawn) | -8%
COCC(=O)N(c1ccc(OC)cc1OC)C1C=CS(=O)(=O)C1 (stereo not drawn) | 8%
O=C(c1cccn1C1CC1)N1CCC(CO)(CN2CCCC2)CC1 | -10%
O=C(Nc1ccc(F)cc1F)c1ccc(-c2ccccc2)s1 | ?
CCCN(CC1CCOC1)C(=O)Nc1ccc(OCC)cc1 (stereo not drawn) | 19%
CCCn1c(SCC(N)=O)nc2c1c(=O)[nH]c(=O)n2C | 9%

(further entries)
SMILES | KDM5B inh
Cc1nc2ccccc2c(C)c1CC(=O)N(Cc1ccco1)Cc1ccco1 | 5%
c1ccc2c(CN3CCC[C@H]3c3nc(-c4ccnc(N5CCOCC5)c4)no3)c[nH]c2c1 | ?
COc1ccc(CCC(=O)N[C@@H]2CN(c3ccncn3)C[C@H]2CO)cc1 | 16%
O=c1[nH]n(CCn2cc(C3CCCNC3)nn2)c(=O)c2ccccc12 (stereo not drawn) | ?
Cc1nc2cc(NC(C)C(=O)Nc3cc(Cl)ccc3Cl)ccc2o1 (stereo not drawn) | ?
Cc1ccc(-c2csc(Nc3ccccc3)n2)cc1 | 0%
Cn1c(=O)c2[nH]c(N3CCN(C(=O)CN4CCN(c5ccccc5)CC4)CC3)nc2n(C)c1=O | -17%
Cc1cc(/C=C/C(=O)c2cccc(Br)c2)cc(C)c1O | 2%
Fc1ccc(-n2c(-c3ccco3)n[nH]c2=S)cc1 | ?
COc1ccc(C2(C(=O)NC3CCCc4c3[nH]c3ccccc43)CCOCC2)cc1 (stereo not drawn) | ?
COCc1noc([C@@H]2CN(C(=O)c3cccc(Cl)c3)C[C@H]2CO)n1 | -3%
COc1ccc(NC(=O)c2sc3nc4c(cc3c2N)CN(Cc2ccccc2)CC4)c(OC)c1 | ?
COCC(=O)N[C@H]1CO[C@H]2[C@@H]1OC[C@@H]2Nc1nccc(C(C)(C)C)n1 | 2%[86.2 µM]
CC(NC(=O)C1CC1)c1cccnc1 (stereo not drawn) | -8%
CCC(C(=O)Nc1cc(Cl)ccc1OC)n1nc(-c2ccccc2)ccc1=O (stereo not drawn) | -24%
CC(=O)N1CCCC2(CN[S+](=O)([O-])c3cccnc3O2)C1 (stereo not drawn) | -17%[149 µM]
CCOCCc1nn2c(=O)cc(COC(=O)c3ccc(NC(=O)c4ccc(F)cc4)cc3)nc2s1 | -10%
O=C(COc1ccc(Cl)cc1Cl)NNC(=O)c1cccnc1 | 13%
COc1ccc(C(C(=O)O)N2CCN(c3nc(C)cnc3C)CC2)cc1 (stereo not drawn) | ?
CC(SCc1ccc(Br)cc1)C(=O)O (stereo not drawn) | 23%
CCOc1ccccc1NC(=O)CN1C(=O)NC(c2ccc(Cl)cc2)C2=C1COC2=O (stereo not drawn) | 19%
Cc1cc(C(=O)COc2ccc([N+](=O)[O-])cc2)c(C)n1C1CC1 | 14%
O=C(Nc1ccc(F)cc1Cl)n1ncc2cc(Cl)ccc21 | ?
CCOc1ccc(-c2nnc(SCC(=O)NCc3ccccc3Cl)o2)cc1 | -8%
CCc1c(C)sc(NC(=O)c2ccc(Cl)cc2)c1C#N | ?
Cc1cc(-n2c(=O)c3sccc3n(CC(=O)NC3CCCCC3)c2=O)ccc1F | 3%
OC1(CNCc2cccnc2-n2cncn2)CCNC1 (stereo not drawn) | -27%
COc1ccc(Cn2c(=O)c3ccccc3n3c(-c4cccc(OC)c4OC)nnc23)cc1 | -4%
Oc1ccc(-c2cc3c(cn2)CN(Cc2ccccc2)CCN3)cc1F | ?
Cc1oc(C)c(C(=O)Nc2ccccc2O)c1C | 11%
O=C(NCc1cccc(F)c1)c1cnc2c(c1)N(C(=O)Cc1cccc(C(F)(F)F)c1)CCC2 | -1%
Cc1ccc(Cn2c(C)c3cnn(CC(=O)O)c(=O)c3c2C)cc1 | ?
O=C(O)CCC(=O)N1CC[C@H]2NC(=O)N(c3ccc(Oc4ccccc4)cc3)C(=O)[C@H]21 | 3%[86.2 µM]
COc1ccccc1NC(=O)CSC1=Nc2ccccc2C2=NC(CC(=O)NCCc3ccccc3)C(=O)N12 (stereo not drawn) | -10%
CN(C(=O)[C@@H]1C[C@H](c2cccc(C(F)(F)F)c2)N(Cc2cnn(C)c2)C1)c1ccccc1 | 1%
Cc1cccc(OCC(=O)N2CCN(C(=O)c3nnn4c3COC(c3ccc(Cl)cc3)C4)CC2)c1 (stereo not drawn) | 9%
CCN1CCc2nc3sc(C(=O)Nc4ccccc4OC(F)(F)F)c(N)c3cc2C1 | ?
CCCSc1ncc(Cl)c(C(=O)Nc2sc3c(c2C(=O)OC)CCCC3)n1 | -12%
Cc1ccc(-n2nc(C)c3c(C)cc(=O)n(CC(=O)Nc4ccc(Br)cc4F)c32)cc1 | -12%
O=C(Nc1ccc2[nH]ccc2c1)c1csc(NC2CC2)n1 | 7%
CCCn1c(SCC(=O)c2cc(C)n(C)c2C)nc2cc(S(N)(=O)=O)ccc21 | 2%
CC(=O)N(C)c1ccc(NC(=O)/C(C)=C\c2ccccc2)cc1 | 17%
CC(=O)N1CCCN(CC[C@H]2CN(S(=O)(=O)c3ccccc3)CC[C@H]2CC(=O)O)CC1 | 27%

Screening results from PubChem.

An excerpt; rates above refer to the full screens.
